Wnt act = activators of Wnt/beta-catenin signaling; Wnt/beta-catenin reporter cell assay, activator, plate reader; activation, % at 9.35 µM; 300,000 compounds, 1.2% hits; in the data active = activation above about 30%, passing the limit was not always enough;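 also: 0% = neutral control wells and 100% = positive control wells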
phage Ecoli inh = E. coli growth loss with phage present; AID 651602; 360,000 compounds, 0.26% hits; growth absorbance; inhibition, % at 11.9 µM; in the data active = inhibition above about 11%
An asterisk follows results filed as active. An excerpt, so the mix of outcomes need not match the whole.

SMILES | Wnt act | phage Ecoli inh
CCCCNC(=O)c1c(N)[nH]c(C(=O)c2ccccc2)c1-c1ccccn1 | 0 | 1.0
Cc1ccccc1-c1cc2nc(Oc3ccc4c(c3)OCO4)n(C)c(=O)c2s1 | -3 | 2.6
COC(=O)c1cc2c(c3c4ccccc4n(S(=O)(=O)c4ccc(C)cc4)c13)C(=O)N(C)C2 | -2 | 2.7
CCN(CC)c1ncnc2c1ncn2[C@H]1CN(Cc2cccnc2)C[C@@H](CO)O1 | 5 | -0.4
CC(O)(c1cccnc1)c1nc(-c2ccc(F)c(Cl)c2)cs1 (stereo unspecified) | -2 | 0.6
CCCCCCCCN1C(=O)[C@H](CC(=O)NCCCOC)C[C@@]2(C(=O)OC)CCCCC=C12 | -1 | 2.3
CCCCC1O[C@@H](C)[C@@H]2CN3CCc4c([nH]c5ccccc45)[C@@H]3C[C@@H]2N1C (stereo partly specified) | -2 | 0.8
Nc1sccc1C(=O)NCc1ccccc1 | 4 | -2.6
CCOC(=O)C1=CCC(c2cccc(Cl)c2)N(S(=O)(=O)c2ccc(C)cc2)C1 (stereo unspecified) | 6 | 0.9
CCOc1ccc(CCN2C(=O)C(=O)N([C@@H](CC(C)C)CN3CCC[C@H]3CN3C(=O)C(=O)NC[C@@H]3CC(C)C)C[C@@H]2Cc2ccccc2)cc1 | -3 | 1.5
C[C@@H]1CN([C@H](C)CO)C(=O)c2cc(NS(=O)(=O)c3ccccc3)ccc2O[C@@H](C)CCCCO[C@@H]1CN(C)Cc1ccc(Cl)c(Cl)c1 | -5 | 1.9
CC1(C(=O)Nc2ccc(Cl)cc2)Cc2c(-c3cccc(C(F)(F)F)c3)ccnc2O1 (stereo unspecified) | -3 | 1.6
Cc1ccc(OC2CCN(C(=O)[C@H]3O[C@@H](n4cnc5c(N)ncnc54)[C@H](O)[C@@H]3O)CC2)cc1 | -2 | -1.2
CCOC(=O)[C@]12CCCC=C1N(Cc1cccc3ccccc13)C(=O)[C@H](CC(=O)NCC13CC4CC(CC(C4)C1)C3)C2 | -3 | 4.5
CC1(C(=O)NS(=O)(=O)c2cccc(OC(F)F)c2)CCN1C(=O)C1CCCCC1 (stereo unspecified) | -2 | -0.9
O=C(NCc1cccc(C(F)(F)F)c1)c1ccc2nc([C@H]3C[C@H](O)[C@@H](CO)O3)[nH]c2c1 | 1 | 4.6
CN(C)c1ccc(CNC(=O)C2(C)Cc3c(-c4ccc(N(C)C)cc4)ccnc3O2)cc1 (stereo unspecified) | -1 | 3.1
CCCCC[C@H](C)N1C[C@@H](COCc2ccccc2)Oc2cc(N3CC[C@H](N(C)C)C3)ccc2S1(=O)=O | -4 | 2.3
COc1cc(-c2coc3c(C(=O)NCc4ccncc4)cccc23)ccc1O | 7 | 3.4
O=C(NCCN1CCC(n2c(=O)[nH]c3ccccc32)CC1)c1ccc(Cl)cc1 | -4 | 3.3

Part of the list above in a different format.
structure,Wnt act,phage Ecoli inh
COc1cc(-c2coc3c(C(=O)NCc4ccncc4)cccc23)ccc1O,7,3.4
CCCCCCCCN1C(=O)[C@H](CC(=O)NCCCOC)C[C@@]2(C(=O)OC)CCCCC=C12,-1,2.3
CN(C)c1ccc(CNC(=O)C2(C)Cc3c(-c4ccc(N(C)C)cc4)ccnc3O2)cc1 (stereo unspecified),-1,3.1
CCOC(=O)[C@]12CCCC=C1N(Cc1cccc3ccccc13)C(=O)[C@H](CC(=O)NCC13CC4CC(CC(C4)C1)C3)C2,-3,4.5

Further records.
SMILES | Wnt act | phage Ecoli inh
CC1(C(=O)NS(=O)(=O)Cc2cccc(Cl)c2)CCN1C(=O)c1ccc(C2CCCCC2)cc1 (stereo unspecified) | 0 | 2.4
CC(=O)Nc1ccc(-c2ccnc3c2CC(C)(C(=O)NCCc2ccccc2)O3)cc1 (stereo unspecified) | -2 | 2.5
O=C(NCc1ccccc1)c1cc(C2CCCCN2C(=O)CCc2ccccc2)on1 (stereo unspecified) | 1 | 5.5
COC[C@H]1CCCN1c1ccc2c(c1)O[C@H](COCc1ccccc1)CN([C@H](C)c1ccccc1)S2(=O)=O | -3 | 0.0
CC1=C(C(=O)N2CCCCCC2)CC(CC(=O)NCCc2ccccn2)C(=O)N1Cc1ccc(C(C)(C)C)cc1 (stereo unspecified) | -1 | 1.8
COC(=O)CCCC[C@@H]1O[C@H](CCc2ccccc2)CC2=C1C(=O)OC(C)(C)O2 | -5 | -0.6
O=C(NC(c1ccc(Cl)cc1)c1ccccn1)C1CCN(CCOc2ccc(Cl)cc2Cl)CC1 (stereo unspecified) | -3 | 5.7
COC(=O)CCCn1cc(CN2CC(N3CCCCC3)CS2(=O)=O)nn1 (stereo unspecified) | -3 | 1.5
CCc1nc2c(OCc3ccc(C#N)cc3)cccn2c1N(C)C(=O)c1ccco1 | 0 | 1.2
Cc1cc2c(nc1C)CCCN2S(=O)(=O)c1ccc(F)cc1 | 1 | 4.0
COC(=O)C1=C(C)N(Cc2ccccc2C(F)(F)F)C(=NCc2ccc(OC)cc2)NC1CCc1ccccc1 (stereo unspecified) | -24 | -0.2
O=C(Nc1nnc([C@H]2C[C@H](O)[C@@H](CO)O2)s1)Nc1ccccc1F | -2 | 1.8
COC(=O)[C@@]12C[C@@H](CC(=O)NCc3cccc4ccccc34)C(=O)N(Cc3ccccc3)C1=CCC(C)(C)C2 | -5 | 1.6
COCCCN1C(=O)C(CC(=O)NC2CC2)CC(C(=O)N2CCOCC2)=C1C (stereo unspecified) | -1 | 1.7
CSc1ccc(Oc2cccc3c2S(=O)(=O)N([C@H](C)c2ccccc2)C[C@@H](COCc2ccccc2)O3)cc1C | -4 | 0.6
O=C(NCc1ccccc1)C(c1cc2ccccc2o1)n1c(=O)c(-c2ccccc2)nc2ccccc21 (stereo unspecified) | 3 | -0.5
C[C@H](NC(=O)[C@@H]1CCCN1C(=O)[C@@H]1CCCN1C(=O)c1cccc2ccccc12)c1ccccc1 | -3 | 3.0
Cc1ccc(F)c(S(=O)(=O)NC(=O)C2(C)CCN2C(=O)Cc2ccc(-c3ccccc3)cc2)c1 (stereo unspecified) | -5 | 0.3
Cc1cc(Br)cn2c(Cc3cccc(Cl)c3)c(-c3cccc(Cl)c3)nc12 | -2 | 1.4
COC(=O)C1=C(C)N(Cc2ccc(Cl)cc2)C(=S)NC1c1ccc(OC)cc1 (stereo unspecified) | -4 | 2.5
Cn1nc(C(C)(C)C)cc1C(=O)N1CCCCC1c1cc(C(=O)Nc2ccccc2)no1 (stereo unspecified) | -2 | 0.2
CCCCOCC1CN(CCCC)S(=O)(=O)c2c(Oc3ccc(OC)cc3)cccc2O1 (stereo unspecified) | -5 | 2.5
Cc1ccsc1C(=O)N1CCC1(C)C(=O)NS(=O)(=O)c1cccc(F)c1 (stereo unspecified) | -2 | 0.7
COc1cccc(C(N)c2nc(-c3cc(F)cc(F)c3)cs2)c1 (stereo unspecified) | 1 | -3.6
CCCCC(=O)N(C)c1c(C)nc2ccc(C(=O)N3CCN(C(C)=O)CC3)cn12 | -1 | 2.6
CC(C)(C)c1ccc(C#C[C@@H]2C=C[C@@H](O)[C@@H](CO)O2)cc1 | 10 | 3.2
CCOC(=O)C1(C)CCCN1C(=O)c1cc(F)ccc1C (stereo unspecified) | -4 | 0.7
COCCNc1nc(NCCOc2ccccc2Cl)c2sc(-c3ccccc3)cc2n1 | -6 | 3.5
Cc1[nH]nc2c1C(c1ccc(Br)cc1)N(c1ccccc1)C2=O (stereo unspecified) | -2 | 1.1
CN(C(=O)C1Cc2c(-c3ccc(Cl)cc3)ccnc2O1)c1ccccc1 (stereo unspecified) | -2 | 3.3
CNc1cccc(-c2cc(OC)c(OC)c(OC)c2)n1 | 7 | 2.5
CC1(C(=O)Nc2cccc(C(F)(F)F)c2)Cc2c(-c3cccc(C(N)=O)c3)ccnc2O1 (stereo unspecified) | -1 | 2.3
CCOC(=O)[C@]12CCCC=C1N(Cc1ccc(Cl)cc1Cl)C(=O)[C@H](CC(=O)NCc1cccs1)C2 | -2 | -3.3
CCCCc1c(-c2ccccc2OC)ncn1Cc1ccc(C(C)(C)C)cc1 | -24 | 0.8
CC(C)NC(=O)C1(C)CCN1Cc1ccc(C(F)(F)F)cc1 (stereo unspecified) | -1 | 3.4
COc1cc(F)ccc1-c1cc(C(=O)NCc2ccc(C(F)(F)F)cc2)[nH]n1 | -1 | 1.3
COc1ccc(C(c2nnnn2-c2ccc(OC)cc2)N2CCN(C/C=C/c3ccccc3)CC2)cc1 (stereo unspecified) | -3 | -1.2
NS(=O)(=O)c1ccc(NC(=S)Nc2ccc(S(=O)(=O)Nc3nccs3)cc2)cc1 | -1 | 11*
c1ccc(-c2nc3ccccc3nc2-c2ccc(CN3CCC4(CC3)CNc3ccccc34)cc2)cc1 | -4 | 4.4
CC(=O)N(c1nc2ccccc2s1)N1C(=O)c2ccccc2C1=O | -1 | -0.1
COc1cccc(NC(=O)C2(C)CCN2Cc2ccccc2OC(F)F)c1 (stereo unspecified) | -1 | 2.8
CCc1ccccc1Oc1nc(NCc2ccccc2)nc2ccsc12 | -2 | 3.4
CCCCN1CC(N2CCN(CCN(C)C)CC2)CS1(=O)=O (stereo unspecified) | -2 | -2.2
CCOC(=O)[C@]12CCC=C1N(Cc1ccc(Cl)cc1Cl)C(=O)[C@H](CC(=O)N1CCOCC1)C2 | -1 | 1.2
Cc1ccc(C(=O)N2CCC[C@@H]2C(=O)N2CCC[C@H]2C(=O)NCc2ccccc2)cc1 | -4 | 1.6
CCCCNC(=O)C1c2ccccc2OCC(=O)N1Cc1ccccc1 (stereo unspecified) | -3 | 1.6
CC1(C(=O)NS(=O)(=O)c2ccc(Br)cc2)CCN1C(=O)c1cccc(F)c1 (stereo unspecified) | -1 | 0.6
CCOC(=O)N(C)[C@H]1C[C@H]2c3[nH]c4c(-c5ccccc5)cccc4c3CCN2C(=O)[C@H]1[C@H](C)O | -5 | 3.5
COc1ccc(S(=O)(=O)NC(=O)C2(C)CCN2C(=O)C2(c3ccccc3)CCCC2)cc1 (stereo unspecified) | 3 | 3.1
COc1ccc(CN2C(=O)C(CC(=O)NC3CC3)CC(C(=O)N3CCOCC3)=C2C)cc1 (stereo unspecified) | -1 | 3.1
The list goes on.
SMILES | Wnt act | phage Ecoli inh
CC1(C(=O)Nc2ccc3c(c2)OCCO3)CN(S(C)(=O)=O)CC(=O)N1CCCN1CCOCC1 (stereo unspecified) | 2 | 3.2
CCc1nc2c(OCC(=O)C(C)(C)C)cccn2c1N(C)C(=O)Nc1ccccc1OC | -3 | 1.8
CN(C(=O)c1cccc(NC(=O)Cc2ccc(NC(=O)C3CCN(C(=O)CCc4ccccc4)CC3)cc2)c1)C1CCCC1 | -3 | -1.4
CC(C)(C)NC(=O)C(c1ccnc2ccccc12)n1c(=O)c(-c2ccco2)nc2ccccc21 (stereo unspecified) | -3 | 3.2
OCc1cccc(-c2csc(C(O)c3ccco3)n2)c1 (stereo unspecified) | 7 | 1.1
Cc1[nH]c2ccccc2c1C(=O)c1c(N)[nH]c(C(=O)c2ccccc2)c1-c1ccc(Cl)cc1 | -2 | -1.3
CC(=O)C1=CCC(c2ccccc2Cl)N(S(=O)(=O)c2ccc(C)cc2)C1 (stereo unspecified) | -2 | 2.5
CC(C)CN1C(=O)CN(S(C)(=O)=O)CC1(C)C(=O)NC(C)C (stereo unspecified) | 0 | 1.6
C#CCNC(=O)C[C@@H]1C[C@@]2(C(=O)OC)CC(C)(C)CC=C2N(Cc2ccco2)C1=O | -5 | -0.8
O=C(NCc1cccc(C(F)(F)F)c1)c1c[nH]c(=O)s1 | 0 | 0.5

At a glance, some entries already given:
SMILES | Wnt act | phage Ecoli inh
CC1(C(=O)Nc2ccc3c(c2)OCCO3)CN(S(C)(=O)=O)CC(=O)N1CCCN1CCOCC1 (stereo unspecified) | 2 | 3.2
CCc1nc2c(OCC(=O)C(C)(C)C)cccn2c1N(C)C(=O)Nc1ccccc1OC | -3 | 1.8
CN(C(=O)c1cccc(NC(=O)Cc2ccc(NC(=O)C3CCN(C(=O)CCc4ccccc4)CC3)cc2)c1)C1CCCC1 | -3 | -1.4
CC(C)(C)NC(=O)C(c1ccnc2ccccc12)n1c(=O)c(-c2ccco2)nc2ccccc21 (stereo unspecified) | -3 | 3.2
OCc1cccc(-c2csc(C(O)c3ccco3)n2)c1 (stereo unspecified) | 7 | 1.1
Cc1[nH]c2ccccc2c1C(=O)c1c(N)[nH]c(C(=O)c2ccccc2)c1-c1ccc(Cl)cc1 | -2 | -1.3

(next part)
SMILES | Wnt act | phage Ecoli inh
C=CCN=C1NC(c2cccc(F)c2)C(C(=O)OC)=C(C)N1Cc1cccc(C(F)(F)F)c1 (stereo unspecified) | -3 | 5.0
COCc1cc(N2CCN(C(=O)OC(C)(C)C)C[C@H]2C)ccc1N1CCS(=O)(=O)CC1 | -4 | 1.1
O=C(O)C1CCCCN1c1ccccc1[N+](=O)[O-] (stereo unspecified) | -3 | 2.4
COCCNC(=S)N1CCC2CC1c1cc(-c3ccc4c(c3)OCO4)ccc12 (stereo unspecified) | -1 | 2.3
CC(C)C(N)c1csc(Nc2ccc(C(=O)N(C)Cc3ccccc3)cn2)n1 (stereo unspecified) | 0 | -2.3
CC(C(=O)NC(C)(C)C)n1c(-c2ccc3c(c2)OCO3)nc2ccccc21 (stereo unspecified) | 3 | -0.3
CC1(C(=O)NCc2cccs2)CCN1CCc1ccccc1 (stereo unspecified) | -1 | 0.7
CCc1nc2ccc(C(=O)Nc3ccc(NC(C)=O)cc3)cn2c1N(C)CCCc1ccccc1 | -1 | -2.2
Cc1cc(Nc2cc(Cl)cc(Cl)c2)cc(=O)n1-c1cc(Cl)cc(Cl)c1 | -4 | 1.6
O=C(Nc1ccc(Cl)cc1)C1Cc2c(-c3ccccc3Oc3ccccc3)ccnc2O1 (stereo unspecified) | -1 | 4.9

Screening results from PubChem BioAssay.
